pPAFAH FP inh – pPAFAH (human) enzyme inhibition. inhibition, % at 3.39 µM. 330,000 compounds, 1.5% hits. Q13093. recombinant pPAFAH, FP-rhodamine probe fluorescence polarization;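 active = inhibition above the mean inhibition across the screen plus 3 SD, cut at about 25% in these data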;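 note: inhibitors block binding of the rhodamine activity-based probe so polarization drops; 0% = enzyme with DMSO and 100% = wells lacking pPAFAH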
Target sequence (Q13093 whole entry, looked up): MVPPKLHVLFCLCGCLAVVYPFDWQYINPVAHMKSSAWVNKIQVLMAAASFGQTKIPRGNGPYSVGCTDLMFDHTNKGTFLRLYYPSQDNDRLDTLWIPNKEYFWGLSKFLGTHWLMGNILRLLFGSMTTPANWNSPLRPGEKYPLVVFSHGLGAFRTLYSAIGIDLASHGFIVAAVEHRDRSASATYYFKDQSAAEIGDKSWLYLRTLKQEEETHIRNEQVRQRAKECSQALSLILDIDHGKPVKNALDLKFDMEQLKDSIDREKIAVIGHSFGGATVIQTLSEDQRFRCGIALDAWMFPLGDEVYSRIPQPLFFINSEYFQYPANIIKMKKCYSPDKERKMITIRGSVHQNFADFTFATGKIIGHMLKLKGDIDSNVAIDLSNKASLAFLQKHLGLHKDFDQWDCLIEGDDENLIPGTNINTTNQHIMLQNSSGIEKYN
PAFAH1B3 inh – blocks human PAF acetylhydrolase 1B catalytic subunit 3; inhibition, % at 3.39 µM; AID 492972; Q15102; recombinant PAFAH1B3, FP-rhodamine probe, fluorescence polarization; 340,000 compounds, 0.28% hits;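 active = inhibition above the screen-wide average of all tested compounds plus 3 SD, cut at about 25% in these data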;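 note: 0% = enzyme with DMSO only and 100% = wells lacking PAFAH1B3 protein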
LYPLA1 counter – LYPLA1 (human) inhibition in PME1 counter-screen; recombinant LYPLA1, FP-Rh probe fluorescence polarization; 320,000 compounds, 0.16% hits; inhibition, % at 5.9 µM; O75608;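 active = inhibition above the mean of all tested compounds plus 3 SD, set per campaign, cut at about 14% in these data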;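 note: inhibitors block serine hydrolase probe labeling of LYPLA1 so polarization falls; 0% = enzyme with DMSO and 100% = wells lacking LYPLA1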
PAFAH1B2 inh – inhibitors of human PAFAH1B2; P68402; recombinant PAFAH1B2, FP-rhodamine activity probe, fluorescence polarization; inhibition, % at 3.39 µM; 340,000 compounds, 1.2% hits;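 active = inhibition above the mean of all tested compounds plus 3 SD, cut at about 24% in these data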;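 note: 0% = enzyme with DMSO and 100% = wells lacking PAFAH1B2; many of its hits are not listed in these tables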
GSTO1 inh – counter-screen for RBBP9 inhibitors: inhibitors of human GSTO1; 300,000 compounds, 1.1% hits; P78417; recombinant GSTO1, activity-based probe fluorescence polarization; inhibition, % at 5.96 µM;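 active = inhibition above the campaign mean inhibition plus 3 SD, cut at about 35% in these data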;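 note: 0% = GSTO1-1 with DMSO and 100% = wells lacking GSTO1-1 enzyme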
Target sequence (P78417 whole entry, looked up): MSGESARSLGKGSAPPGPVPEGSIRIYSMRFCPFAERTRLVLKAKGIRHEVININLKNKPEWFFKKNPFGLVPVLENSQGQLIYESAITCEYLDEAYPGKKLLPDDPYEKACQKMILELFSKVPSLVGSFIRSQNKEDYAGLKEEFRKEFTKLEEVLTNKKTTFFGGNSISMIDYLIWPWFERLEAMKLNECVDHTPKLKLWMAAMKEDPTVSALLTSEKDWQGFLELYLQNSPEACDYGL
Fam108B inh – blocks mouse Fam108B hydrolase in RBBP9 counter-screen. recombinant Fam108B, FP-Rh probe fluorescence polarization. inhibition, % at 9.51 µM. 300,000 compounds, 0.33% hits. AID 1947;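 active = inhibition above the screen mean inhibition plus 3 SD, computed separately per campaign, cut at about 18% in these data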;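 note: inhibitors lower polarization as less probe binds the enzyme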
PME-1 inh – blocks human protein phosphatase methylesterase 1 | recombinant PME-1, FP-Rh probe fluorescence polarization | Q9Y570 | AID 2130 | 320,000 compounds, 0.53% hits | inhibition, % at 5.9 µM;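 active = inhibition above the campaign mean of all compounds plus 3 SD, cut at about 26% in these data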;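 note: competitive labeling of PME-1 active site by serine hydrolase directed probe; 0% = PME-1 with DMSO and 100% = wells lacking PME-1 enzyme; inhibitors block probe labeling so polarization falls and inhibition rises; many of its hits are not listed in these tables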
Target sequence (Q9Y570 whole entry, looked up): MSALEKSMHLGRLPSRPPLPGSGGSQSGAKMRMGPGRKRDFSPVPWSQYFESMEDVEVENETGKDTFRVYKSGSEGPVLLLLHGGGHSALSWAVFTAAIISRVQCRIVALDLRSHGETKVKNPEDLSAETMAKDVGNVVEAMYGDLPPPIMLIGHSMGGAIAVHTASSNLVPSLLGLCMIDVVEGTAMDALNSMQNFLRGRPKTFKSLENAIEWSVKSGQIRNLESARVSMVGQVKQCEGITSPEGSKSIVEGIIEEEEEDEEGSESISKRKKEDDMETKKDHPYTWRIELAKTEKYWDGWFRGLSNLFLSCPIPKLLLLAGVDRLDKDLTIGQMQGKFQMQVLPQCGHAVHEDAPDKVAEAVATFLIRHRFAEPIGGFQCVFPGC
PAD4 inh – PAD4 (human) enzyme inhibition; Q9UM07; recombinant PAD4, RCA probe fluorescence polarization; inhibition, % at 6.36 µM; 330,000 compounds, 0.41% hits; AID 485272;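 active = percent inhibition above a cutoff equal to the mean of all tested compounds plus 3 SD, cut at about 15% in these data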;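 note: 0% = PAD4 with RCA probe and DMSO and 100% = probe without PAD4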
PAFAH2 FP inh – inhibitors of human PAFAH2; Q99487; recombinant PAFAH2, FP-rhodamine activity probe, fluorescence polarization; inhibition, % at 3.39 µM; 340,000 compounds, 0.99% hits;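 active = inhibition above the mean over all tested compounds plus 3 SD, cut at about 30% in these data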;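 note: inhibitors block probe labeling of enzyme so polarization drops; 0% = enzyme with DMSO and 100% = wells lacking PAFAH2 protein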
* marks the source's active call; other numbers are inactive results; . = no result given. This is a subset; count on the stated rates, not on these rows.

SMILES	pPAFAH FP inh	PAFAH1B3 inh	LYPLA1 counter	PAFAH1B2 inh	GSTO1 inh	Fam108B inh	PME-1 inh	PAD4 inh	PAFAH2 FP inh
Cc1ccc(OC(C)C(=O)Nc2ccc(C)c(S(=O)(=O)Nc3ccc(C)cc3C)c2)cc1 (centres undefined)	1	-2	-19	-5	1	-32	-42	1	-25
O=C(Cn1cc(C(F)(F)F)cc(Cl)c1=O)Nc1cc(S(=O)(=O)N2CCOCC2)ccc1Cl	-2	10	5	1	4	0	3	-6	-1
COc1ccc(S(=O)(=O)N(C)CC(=O)NCc2cccnc2)cc1OC	2	1	2	3	-1	-1	-1	-1	-3
CCCn1c(=O)c(C(=O)NCc2ccccc2Cl)c(O)c2ccccc21	1	2	0	4	2	-1	4	5	1
CCOC(=O)c1c(-n2cnnn2)sc(C)c1C	3	2	2	1	-2	0	2	-2	2
Cc1nn(Cc2ccc(Cl)cc2)c(C)c1NC(=O)CSc1n[nH]c(C)c1[N+](=O)[O-]	5	-1	2	-1	-1	8	3	2	-3
C=CCN(c1ccccc1OC)S(=O)(=O)c1cccc(C(=O)OCC(=O)N2CCOCC2)c1	4	1	.	4	.	.	.	-3	1
CN(C)c1nc2ccc(OCCN3CCCCC3)cc2s1	5	4	3	-2	1	1	2	-2	-6
O=C(Nc1ccc(CSc2ccccc2)cc1)c1ccc(CN2CCOCC2)cc1	4	-8	0	11	0	-7	-5	6	-5
CC(C)CC(=O)NC1(C(F)(F)F)NC(=O)N(c2ccccc2)C1=O (centres undefined)	-4	6	-3	1	-3	-3	-3	-1	1
O=C(CCC(=O)N1CCCC1)Nc1ccc([N+](=O)[O-])cc1	3	7	-1	1	-9	2	1	-4	10
CCCCCN(C(=O)CSc1n[nH]c(-c2ccc(C)cc2)n1)c1c(N)n(CCCC)c(=O)[nH]c1=O	-3	4	2	29*	-3	3	-5	-5	-2
C=CCn1c(NC(=O)c2ccc(Br)o2)c(C(=O)OCC)sc1=S	5	8	3	0	2	7	0	2	14
COC(=O)C1=C(N)Oc2cc(C)oc(=O)c2C1c1cccnc1 (centres undefined)	-2	6	4	8	-4	1	-3	2	6
Cc1cn(CCC(=O)Nc2ccc(N3CCOCC3)cc2)c2ccccc12	2	9	-1	-6	7	0	4	-2	4
Cc1ccc(NC(=O)COC(=O)c2ccc([N+](=O)[O-])o2)cc1S(=O)(=O)N1CCCCC1	7	8	-1	1	6	3	1	-12	-5
O=C(Nc1nnc(-c2ccccc2Cl)o1)c1nc2ccccc2s1	12	1	-2	-2	-62	-2	-1	-3	0
COc1ccc([N+](=O)[O-])cc1NCc1ccccc1	4	8	0	3	-2	0	8	5	1
Fc1ccc(COc2cccc(-c3n[nH]c(=S)o3)c2)cc1	9	6	-1	22	8	0	5	5	2
Cc1cc(-c2nnc(SCC(=O)Nc3nc(-c4ccccc4)cs3)o2)no1	30*	0	1	-3	24	-1	11	-6	-10
Brc1ccc(NC2=Nc3ccccc3CC2)cc1	-6	4	-5	-2	3	3	2	3	8
CC(C)CN(C(=O)CSc1nnc2c(Cl)cc(C(F)(F)F)cn12)C1CCS(=O)(=O)C1 (centres undefined)	3	-1	-2	2	1	2	-5	-1	-7
CN(C)/C=N/NC(=O)c1ccc(Cl)cc1	0	.	-1	.	3	-2	-4	2	.
Cc1ccc(C2(CCN)CCOC(C(C)C)C2)cc1 (centres undefined)	7	5	-1	-11	4	1	-4	-2	-6
COC(=O)Cc1c(C)c2ccc(O)c(CN3CCCC(C)C3)c2oc1=O (centres undefined)	-2	2	-1	0	2	3	-1	0	-10
CN(C)CCn1nnnc1SCC1=C(C(=O)O)N2C(=O)[C@@H](NC(=O)Cc3csc(N)n3)[C@H]2SC1	11	5	1	-1	0	1	6	-3	5
CCCCOc1ccc(CSCCN)cc1Cl	1	-3	1	1	1	1	-3	-10	-5
CCCN=C1N(CC)C[C@@H]2[C@@H]3C(=O)N(Cc4ccccc4)C(=O)[C@@H]3[C@](Cc3ccccc3)(C(=O)OC)N12	6	5	.	8	.	.	.	4	-5
COc1ccc(C(=O)Cc2cc3cccc(OC)c3oc2=O)cc1	3	9	-3	1	-3	-2	2	3	2
CC(=O)Nc1sc(N/N=C\c2ccccc2Cl)nc1-c1cccs1	20	6	1	4	3	5	3	-1	-1
Cn1cnnc1SCCNS(=O)(=O)c1cccc([N+](=O)[O-])c1	5	23	0	-3	2	-1	-10	-1	7
CCN1CCC(CNCc2cn(-c3ccc(OC)cc3)nc2-c2ccccc2Cl)C1 (centres undefined)	0	6	4	7	0	-2	0	2	6
CCC(C)Sc1cccc(-c2nc3ccccn3c2NCc2ccccc2)c1 (centres undefined)	11	11	.	6	.	.	.	1	0
CC(NC(=O)C1CCN(S(=O)(=O)N2CCCCCC2)CC1)c1ccccc1 (centres undefined)	-3	10	0	9	-3	-2	0	6	1
O=C1SC(SCc2ccccc2Cl)=N/C1=C\c1ccc(C(=O)O)cc1	4	6	1	28*	2	0	3	-3	62*
CC1(C(=O)OCC(=O)NNC(=O)COc2ccc(Cl)cc2)CC1(Cl)Cl (centres undefined)	10	1	1	13	0	1	-3	0	11
O=c1cc(-c2cccc3ccccc23)[nH][nH]1	13	4	-2	7	27	0	-4	-6	5
CCOC(CCNC(=O)c1cn(CC(C)C)c(=O)c2c1c1ccccc1n2C)OCC	1	-2	-1	7	-2	4	0	3	3
O=C(O)c1cccc(OCc2ccccc2Cl)c1	4	1	-1	-1	10	2	5	1	-10
COCCNC(=O)CN(c1ccc(C)cc1)S(=O)(=O)c1ccccc1	0	2	0	0	3	2	1	0	-1

One compound at a time, from the list above. Order of values: pPAFAH FP inh	PAFAH1B3 inh	LYPLA1 counter	PAFAH1B2 inh	GSTO1 inh	Fam108B inh	PME-1 inh	PAD4 inh	PAFAH2 FP inh
O=c1cc(-c2cccc3ccccc23)[nH][nH]1 is entered as 13	4	-2	7	27	0	-4	-6	5
CC(NC(=O)C1CCN(S(=O)(=O)N2CCCCCC2)CC1)c1ccccc1 (centres undefined) is entered as -3	10	0	9	-3	-2	0	6	1

Further compounds
SMILES	pPAFAH FP inh	PAFAH1B3 inh	LYPLA1 counter	PAFAH1B2 inh	GSTO1 inh	Fam108B inh	PME-1 inh	PAD4 inh	PAFAH2 FP inh
CCN(Cc1ccccc1)C(=O)CN1C(=O)c2ccccc2C1=O	4	9	3	-3	6	1	1	0	-7
Cc1ccc(C(=O)N2CCN(c3ncccn3)CC2)cc1S(=O)(=O)N1CCCCC1	-2	0	1	-3	0	-1	0	-2	-3
Cc1ccn2c(C=O)c(-c3ccc(F)cc3)c(C=O)c2c1	7	4	2	0	4	0	0	-2	1
Oc1c(C=NCc2ccccc2)sc2ccccc12	-3	1	-1	8	5	-7	2	1	7
COc1ccc2c(c1)[C@@H]1[C@H](CO2)[C@H](c2ccccc2)[C@]2(C)C(=O)NCC(=O)N12	7	8	1	4	.	.	1	-3	-4
COCCCN1C(=O)C(=O)/C(=C(/O)c2ccccc2)C1c1ccc2c(c1)OCO2 (centres undefined)	0	4	0	-3	1	-2	-5	-1	-3
COC(=O)c1ccc(NC(=O)c2ccc(N(C)S(C)(=O)=O)cc2)cc1	-2	4	1	1	9	-5	-12	-2	-1
Cc1ccc(SCCC(=O)Nc2c(C)n(C)n(-c3ccccc3)c2=O)cc1	0	1	-3	16	3	0	2	-3	-1
CC1(C)CN=C(N(Cc2ccccc2)C(=O)Nc2ccccc2)S1	2	-2	3	1	2	-2	3	1	2
COc1cc([N+](=O)[O-])ccc1NC(=O)CCS(=O)(=O)c1ccc2c(c1)n(C)c(=O)c(=O)n2C	-1	7	0	7	0	-4	-4	-4	2
Cc1cc(NC(=O)CCC(=O)N(CC(=O)NC2CCCC2)c2ccccc2)no1	2	-2	3	8	1	4	6	-3	-2
CCN(CC(=O)Nc1ccc(NC(C)=O)cc1)C(=O)c1cccc(S(=O)(=O)N2CCCC2)c1	2	8	2	-2	9	-1	-5	0	-3
CCOc1cc(C(=O)Nc2c3c(nn2C(C)(C)C)CS(=O)C3)cc(OCC)c1OCC (centres undefined)	6	-3	-2	3	-11	0	-11	-1	0
CC(=O)c1ccc(S(=O)(=O)NCCc2csc(-c3cccnc3)n2)cc1	2	4	3	0	2	2	1	3	0
CCc1ccc(NC(=O)C2CC(=O)N(C(C)C)C2)cc1 (centres undefined)	3	-1	-3	0	13	0	-3	-2	-9
Cc1ccc(-c2c(CC(=O)O)c(C)nc3sc4c(c23)CCCC4)cc1	7	-1	-1	1	-8	2	-6	0	6
O=c1cc(COc2ccc(Cl)c(Cl)c2)nc2sccn12	16	-1	-1	-1	-11	-5	-2	-9	6
COc1ccc(Nc2nnc(SCc3cn4c(C)cccc4n3)s2)cc1	-1	4	3	2	0	-3	4	2	5
CC[C@]12c3[nH]c4ccc(OC)cc4c3CCN1C(=O)C(CC(=O)NCC13CC4CC(CC(C4)C1)C3)C[C@@H]2C(=O)N1CCN(C(=O)c2ccco2)CC1 (some centres undefined)	8	5	.	1	.	.	.	0	3
CCC1CCc2[nH]nc(C(=O)O)c2C1 (centres undefined)	-5	3	-1	1	1	5	-8	-1	-1
CC(C)(C)CN1CCNC(=O)C1CC(=O)N1CCOc2ccccc2C1 (centres undefined)	-2	4	1	6	1	7	-1	-5	3
COc1cc2c(c3oc(=O)cc(CC(=O)O)c13)CCC(C)(C)O2	9	3	-2	3	2	-1	-1	-3	2
Cc1cc(C)c(S(=O)(=O)NCC2CCC(C(=O)NCc3ccc4c(c3)OCO4)CC2)c(C)c1 (centres undefined)	-9	-1	-6	2	-1	-7	-13	-7	0
Cc1nn(C)cc1CNC(=O)C1CCC(=O)N(CC2CCCCC2)C1 (centres undefined)	7	0	-4	-2	-2	-4	-2	-2	-2
CCOc1ccc(NC(=O)CC2C(=O)N(C)C(=S)N2Cc2ccc3c(c2)OCO3)cc1 (centres undefined)	6	-6	2	1	14	7	0	-1	-18
O=C(CSc1nnnn1-c1cccc(F)c1)NC1CCCCC1	1	0	0	-3	.	.	7	6	5
Cc1ccc(C(=O)NCCC(=O)Nc2ccccc2C)cc1	2	-2	-3	3	-1	-2	-1	-10	4
COC(=O)c1cc(S(=O)(=O)NCc2ccccc2)cn1C	-5	9	0	0	-2	2	-4	-7	5
CCN(CC)S(=O)(=O)c1ccc(OC)c(NC(=O)c2cc3c(=O)n4ccccc4nc3s2)c1	0	4	-7	-1	-1	-7	1	0	2
C=C(C)c1cccc(C(C)(C)NC(=O)N2CC(C)OC(C)C2)c1 (centres undefined)	5	10	2	3	2	0	-1	-5	4
O=C(Nc1cnc2ccccc2c1)c1ccncc1	52*	4	1	4	3	0	3	-4	0
COc1ccc(S(=O)(=O)N2CN3CCN(C3)C2)cc1	2	5	0	-2	2	-2	-2	0	7
CCCCCCCNC(=O)C1(CC2CC(c3cccc(Br)c3)=NO2)CCNCC1 (centres undefined)	2	7	-1	2	0	0	4	1	-6
COc1ccc(NC(=O)Cn2c(=O)oc3cc(S(=O)(=O)N4CCCC4)ccc32)cc1	4	5	-4	2	4	3	-2	-1	1
Cc1nn(CC(=O)N2c3ccccc3NC(=O)C2(C)C)c(C)c1[N+](=O)[O-]	3	4	-3	-4	24	0	-1	-1	-4
COc1ccc(-c2oc3ccc(N4CCOCC4)cc3c2C#CCO)cc1	22	14	-2	-9	17	9	9	0	-2
COc1ccc(CCNC(=S)Nc2ccccc2C)cc1	-3	2	3	4	-5	-2	4	-4	1
CC1CCCCC1NC(=O)c1ccc(NC2=NC3CS(=O)(=O)CC3S2)cc1 (centres undefined)	3	4	-2	9	-5	0	2	4	4

High-throughput results from PubChem BioAssay.
